MEP2-GFP yeast: alters MEP2-GFP fluorescence in TOR pathway yeast screen; S. cerevisiae MEP2-GFP strain, flow cytometry GFP, 3 h; 100% = DMSO control level; GFP response vs DMSO, % at 10 µM; 0.51% of 330,000 active; AID 2016;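 active means GFP response versus DMSO above a set limit, roughly screen mean plus 3 SD, cut at about 180% in these data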;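 further: median GFP fluorescence of the barcode-gated MEP2-GFP cells per well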
AGP1-GFP MLPCN: yeast TOR pathway AGP1-GFP modulation | S. cerevisiae AGP1-GFP multiplex flow cytometry, 3 h; GFP as percent of DMSO wells | GFP response vs DMSO, % at 10 µM | 0.02% of 320,000 active | AID 2066;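 active means GFP response relative to DMSO above a set limit, near screen average plus 3 SD, cut at about 150% in these data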;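 further: median GFP channel fluorescence of the gated AGP1 strain per well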
LAP4-GFP MLPCN: alters LAP4-GFP fluorescence in TOR pathway yeast screen; S. cerevisiae LAP4-GFP multiplex, flow cytometry GFP, 3 h; median GFP as percent of DMSO wells; GFP response vs DMSO, % at 10 µM; 0.34% of 320,000 active;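 active means GFP response vs DMSO above a set limit, about the screen mean plus 3 SD, cut at about 150% in these data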
proCasp7 act: counter-screen: procaspase-7 (human) activation; P55210; 0.093% of 330,000 active; activation, % at 8.5 µM; recombinant procaspase-7, Ac-DEVD-pNA absorbance 405 nm; D23A/D198A/D206A triple mutant, cannot self-cleave; scale: DMSO 0, 5 µM enzyme 100;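 active means percent activation above the screen-wide mean plus 3 SD, cut at about 25% in these data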
Target sequence (P55210 whole entry D23A/D198A/D206A): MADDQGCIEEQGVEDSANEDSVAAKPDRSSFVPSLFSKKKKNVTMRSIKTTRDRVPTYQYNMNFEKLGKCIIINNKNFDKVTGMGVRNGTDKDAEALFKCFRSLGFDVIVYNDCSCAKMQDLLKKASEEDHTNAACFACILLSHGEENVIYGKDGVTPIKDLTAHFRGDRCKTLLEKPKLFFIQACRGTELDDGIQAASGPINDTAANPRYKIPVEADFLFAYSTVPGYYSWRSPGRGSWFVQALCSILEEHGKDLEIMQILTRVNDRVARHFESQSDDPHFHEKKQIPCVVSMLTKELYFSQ
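System: Procaspase-7 triple mutant (PC-7 D3A); measure: % activation from two-timepoint absorbance difference, scaled to controls; times: 1 h compound preincubation, 2 h substrate cleavage, 25 °C; also added: Ac-DEVD-pNA substrate, 400 µM as added; measured by: Epi-absorbance of released pNA at 405 nm, two timepoints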
RPL19A TOR yeast: yeast TOR pathway RPL19A-GFP modulation; S. cerevisiae RPL19A-GFP strain, flow cytometry, 3 h; active compounds read low; percent response vs DMSO, % at 10 µM; 0.3% of 330,000 active; AID 2025;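 active means percent response vs DMSO below 50%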;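 further: median channel GFP fluorescence of the barcoded RPL19A-GFP strain; ratio of sample median GFP to plate DMSO average so 100% = DMSO; lower means less RPL19A-GFP as with rapamycin TOR inhibition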
proCasp3 act: procaspase-3 (human) activation; P42574; recombinant procaspase-3 D3A, Ac-DEVD-pNA absorbance 405 nm; activation, % at 8.5 µM; 0.11% of 330,000 active; AID 463141;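 active means activation above the mean of all tested compounds plus 3 SD, cut at about 21% in these data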;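 further: 0% = DMSO alone and 100% = DMSO wells spiked with extra 5 µM PC-3 D3A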
Target sequence (P42574 whole entry D9A/D28A/D175A): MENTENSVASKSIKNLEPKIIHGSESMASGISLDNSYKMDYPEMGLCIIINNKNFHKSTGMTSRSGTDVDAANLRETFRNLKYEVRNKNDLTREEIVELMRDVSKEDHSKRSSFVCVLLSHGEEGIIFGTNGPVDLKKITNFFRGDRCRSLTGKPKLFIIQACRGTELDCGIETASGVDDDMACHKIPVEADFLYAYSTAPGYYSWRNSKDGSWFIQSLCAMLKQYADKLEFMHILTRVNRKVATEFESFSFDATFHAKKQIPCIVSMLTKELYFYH
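Test system: Procaspase-3 D3A mutant, all three cleavage aspartates alanine | Dosing: Single dose, 8.5 µM nominal compound, 0.8% DMSO | Schedule: 1 h preincubation, 2 h reaction | Technique: 405 nm absorbance of p-nitroaniline, reads at 0 and 120 min | Repeats: One well per compound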
CIT2 TOR yeast: yeast TOR pathway CIT2-GFP modulation; 0.065% of 320,000 active; S. cerevisiae CIT2-GFP strain, flow cytometry, 3 h; 100 means same as DMSO wells; GFP response vs DMSO, % at 10 µM; AID 2029;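 active means GFP response relative to DMSO above a set limit, near the screen mean plus 3 SD, cut at about 150% in these data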;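 further: ratio of well median GFP fluorescence to mean of DMSO wells on the plate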
AHR activator: activators of human aryl hydrocarbon receptor | P35869 | AHR-responsive luciferase reporter cells, luminescence | activation, % at 5 µM | 2.5% of 320,000 active | AID 2796; in the data active means activation above about 47%;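 further: 0% = vehicle wells and 100% = reference agonist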
The depositor's hits bear a star; nt = no result given.

SMILES	MEP2-GFP yeast	AGP1-GFP MLPCN	LAP4-GFP MLPCN	proCasp7 act	RPL19A TOR yeast	proCasp3 act	CIT2 TOR yeast	AHR activator
CS(=O)(=O)NCCCNc1c(Cl)cccc1[N+](=O)[O-]	101	99	98	8	100	-5	105	-1
COc1ccc(Cl)cc1S(=O)(=O)Nc1cccc(C(=O)O)c1	102	103	98	2	100	-1	102	-1
Cc1cccc(C)c1NC(=O)CN(C)C(=O)c1cc(S(=O)(=O)N2CCOCC2)ccc1N1CCCC1	98	97	98	5	89	-14	91	-1
Cc1ccccc1-c1nc(CN2CCC(C(=O)NC3CC3)CC2)c(C)o1	101	100	97	7	101	12	102	1
CC(OC(=O)c1cccs1)C(=O)NCc1ccccc1 (stereo not drawn)	95	96	94	1	96	-6	nt	31
CC(C)CCNC(=S)Nc1ccc2nc3n(c(=O)c2c1)CCCCC3	98	95	88	-6	94	-10	98	1
CC/C(=C/c1sc2ccccc2[n+]1CC)SC	105	97	95	-20	101	-10	98	15
Cc1ccc(S(=O)(=O)N(C)CC(=O)NNC(=O)CCNS(=O)(=O)c2cccc(C)c2)cc1	102	101	95	23	97	13	104	1
COc1ccc(OC)c(NC(=O)CN2C(=O)NC3(CCCc4ccccc43)C2=O)c1 (stereo not drawn)	106	99	109	7	99	8	110	3
CCOc1ccccc1N1CCN(C(=S)NCc2ccccc2)CC1	101	97	99	-3	99	12	90	20
COc1ccc(CCNC(=O)[C@H](C)N2C(=O)N3CCc4c([nH]c5ccccc45)[C@@]3(C)C2=O)cc1OC	102	102	103	10	97	-1	103	1
N[C@@H](Cc1ccccc1)c1nnc(SCc2ccccc2F)o1	98	98	101	15	98	6	98	-3
CCc1cccc(CC)c1NC(=O)CN1CC(C)SC1=NC1CCCCC1 (stereo not drawn)	92	105	94	-2	100	-2	91	-1
CC(NC(=O)NC12CC3CC(CC(C3)C1)C2)C1CCCO1 (stereo not drawn)	102	102	96	-1	100	0	96	-1
Cc1csc(NC(=O)C(C)N2C(=O)c3ccccc3S2(=O)=O)n1 (stereo not drawn)	103	108	104	1	103	13	108	1
CCN(Cc1ccccc1)C(=O)CCNS(=O)(=O)c1ccc2c(c1)CC(C)N2C(C)=O (stereo not drawn)	106	105	102	11	105	-6	103	3
O=c1[nH]cnc2scc(-c3ccc(F)cc3)c12	103	101	84	4	96	-6	104	-1
Cc1cccc(C(=O)N[C@H](C(=O)Nc2nnc(C3CC3)s2)C(C)C)c1	92	87	81	-3	96	-6	92	2
Cc1cc(C(=O)NP(=O)(N2CCOCC2)N2CCOCC2)c(C)n1-c1ccc(N(C)C)cc1	99	100	100	-11	103	-6	100	2
Cc1cccc(NC(=O)N2CCC(NC(=O)C3CCCCC3)CC2)c1	105	104	118	2	102	-5	103	0
COC(=O)c1ccc(CSc2nnc(Nc3ccccc3OC)s2)o1	112	105	115	-14	104	8	105	-9
Cc1c(/C=N/NC(=O)c2ccccc2O)c2ccccn2c1C(=O)c1ccc(F)cc1	76	109	103	1	105	-11	100	53*
O=C(CN1CCOCC1)N/N=C/c1ccccc1	95	103	100	5	100	-3	95	0
Cc1nn(C)cc1NC(=O)c1cc2nc(-c3ccco3)cc(C(F)(F)F)n2n1	97	103	103	-1	96	1	102	-1
O=S(=O)(NCCN1CCOCC1)c1ccc(Oc2ccccc2Cl)cc1	103	99	93	4	104	2	98	0
Cc1cccc(C(c2c(C)nn(-c3ccccc3)c2N)c2c(C)nn(-c3ccccc3)c2N)c1	112	105	116	10	93	-1	95	4
COc1c(C)cc(Br)cc1C(=O)Nc1cccc(-c2nc3ncccc3o2)c1	104	97	119	-1	99	7	91	4
Cc1ccc(NC(=O)C2=NNC(=O)CC2)cc1F	95	101	109	-9	95	3	101	1
Cc1ccc(N2CC(=O)N(CC(=O)O)C2=O)cc1	106	99	102	6	99	-4	97	10
CCCCc1nc2n[nH]c(N)c2c2c1CSC(C)(C)C2	106	109	99	5	105	-1	105	10
Cc1cccc(-c2nc(CS(=O)CC(=O)NCCCSC3CCCCC3)c(C)o2)c1 (stereo not drawn)	104	99	94	2	99	5	101	-1
CC(=O)c1cccc(NC(=O)CN2C(=O)c3ccccc3C2=O)c1	97	100	94	-1	101	-5	100	-2
CC(=O)NCCc1ccc(S(=O)(=O)Nc2cccnc2)cc1	101	94	87	-1	99	-4	102	0
O=C(CN(C(=O)CSc1nc2ccccc2o1)c1ccccc1F)NC1CCCCC1	107	100	93	-5	98	-7	100	0
CC(=O)Nc1ccccc1-c1nc2ccccc2nc1OCC(=O)c1ccc2ccccc2c1	100	97	102	-6	98	1	95	5
C=CCNC(=O)CN1CCN(C(c2ccccc2)c2ccccc2)CC1	117	108	102	10	97	-3	108	-1

Next part, overlapping the part above by 2 compounds.
SMILES	MEP2-GFP yeast	AGP1-GFP MLPCN	LAP4-GFP MLPCN	proCasp7 act	RPL19A TOR yeast	proCasp3 act	CIT2 TOR yeast	AHR activator
CC(=O)Nc1ccccc1-c1nc2ccccc2nc1OCC(=O)c1ccc2ccccc2c1	100	97	102	-6	98	1	95	5
C=CCNC(=O)CN1CCN(C(c2ccccc2)c2ccccc2)CC1	117	108	102	10	97	-3	108	-1
Nc1c(Cl)cc(-c2csc(NC(CO)c3nc4ccccc4n3CCOCCO)n2)cc1Cl (stereo not drawn)	102	105	101	1	99	0	102	80*
O=C(NCC1CCCO1)C1CCN(S(=O)(=O)c2cccc3nonc23)CC1 (stereo not drawn)	93	88	88	5	93	-6	88	3
Cc1nn(C)c(Cl)c1NC(=O)OCc1ccc(F)cc1	106	112	110	-6	97	2	97	-1
CN(Cc1ccccc1)C(=O)CCNC(=O)Cn1cnc2ccccc2c1=O	101	104	96	2	101	-3	109	3
COc1ccc(N2C(=O)CC(Sc3nc4ccccc4s3)C2=O)cc1 (stereo not drawn)	95	93	92	-33	97	-20	nt	14
CCc1nc2ccccc2n1CC(O)COCC1CC=CCC1 (stereo not drawn)	98	98	89	-1	98	7	96	-1
CCOCCCNC(=O)C(NC(=O)c1cnccn1)c1ccc(C)cc1 (stereo not drawn)	96	98	99	-7	99	12	92	3
CC(C)CCn1c(CN2CCN(Cc3ccccc3)CC2)nc2c1c(=O)n(C)c(=O)n2C	98	99	107	18	97	2	103	-1
COc1cccc(-c2cc(C(=O)N3CCCc4ccccc43)no2)c1	97	95	95	-2	94	-2	106	-5
C/C(CCN1CCCCc2nc(C)c(C)cc21)=N\O[C@@H](C)CN1CCCCc2nc(C)c(C)cc21	105	101	137	-1	97	-6	94	0
Cn1c(=O)n(-c2cccc(Cl)c2)c(=O)n1C	95	98	101	13	95	4	96	0
COc1ccc(COc2cccnc2N)cc1	95	96	110	12	95	7	91	5

At a glance, some entries already given.
SMILES	MEP2-GFP yeast	AGP1-GFP MLPCN	LAP4-GFP MLPCN	proCasp7 act	RPL19A TOR yeast	proCasp3 act	CIT2 TOR yeast	AHR activator
CS(=O)(=O)NCCCNc1c(Cl)cccc1[N+](=O)[O-]	101	99	98	8	100	-5	105	-1
COc1ccc(Cl)cc1S(=O)(=O)Nc1cccc(C(=O)O)c1	102	103	98	2	100	-1	102	-1
Cc1cccc(C)c1NC(=O)CN(C)C(=O)c1cc(S(=O)(=O)N2CCOCC2)ccc1N1CCCC1	98	97	98	5	89	-14	91	-1
Cc1ccccc1-c1nc(CN2CCC(C(=O)NC3CC3)CC2)c(C)o1	101	100	97	7	101	12	102	1

(cont.)
SMILES	MEP2-GFP yeast	AGP1-GFP MLPCN	LAP4-GFP MLPCN	proCasp7 act	RPL19A TOR yeast	proCasp3 act	CIT2 TOR yeast	AHR activator
Cn1nc(-c2ccc(Cl)cc2)c2cc(C(=O)NCCCN3CCCC3)sc21	100	105	102	10	98	1	99	54*
CN(C)S(=O)(=O)Nc1cccc(-c2cn3c(n2)SCC3)c1	108	109	106	6	100	-7	107	4
COc1ccc(C(=O)Nc2nc(-c3cccs3)c(NC(C)=O)s2)cc1	103	107	112	17	103	-9	105	20
CC(C)(C)OC(=O)N1CCC[C@H]1C(=O)Nc1ccc(C#N)cc1	98	97	99	7	96	-10	100	-2
Cc1cc(C)n2ncc(/C(N)=N/OC(=O)c3ccccc3F)c2n1	94	92	101	0	90	-7	89	25
Cc1cccc(OCCN2C(=O)C(=O)c3cc(C)ccc32)c1	95	93	93	-1	92	7	97	1
Cc1ccc(S(=O)(=O)Nc2cccc(-n3cnnn3)c2)cc1C(=O)O	97	104	111	3	103	0	104	9
N#Cc1ccccc1S(=O)(=O)N1CCN(C(=O)Cc2coc3cc(O)ccc23)CC1	98	96	91	3	96	3	90	-1
CC(=O)Nc1cccc(CCc2nc3ccccc3[nH]2)c1	113	102	98	1	105	-1	105	11
Cc1ccc(CCNC(=O)c2nn(C)c3c2CS(=O)(=O)c2ccccc2-3)cc1	101	102	102	4	99	-1	97	4
CS(=O)(=O)c1ccc2nc(NC(=O)CN3CCOCC3)sc2c1	92	90	84	0	90	5	105	2
CCOc1cc(CN2CCCC(CO)(Cc3ccc(F)cc3F)C2)ccc1OC (stereo not drawn)	101	100	94	4	105	-7	98	0
Cc1cc(=O)n2nc(N3CCC(C(=O)NCc4cccc(Br)c4)CC3)sc2n1	94	93	83	-1	94	8	98	0
O=C(/C=C\c1ccco1)Nc1cc([N+](=O)[O-])ccc1F	93	85	93	5	91	-7	82	1
O=C(Cn1nc(C(=O)O)c2ccccc2c1=O)NCc1ccco1	101	91	96	-10	99	2	93	2
O=[N+]([O-])c1ccc(NCCNS(=O)(=O)c2ccccc2)cc1	97	103	103	-4	94	-4	99	0
O=C(NNc1ccc([N+](=O)[O-])cc1)C1CC2CCCC(C1)C2=O (stereo not drawn)	86	104	92	3	104	2	103	2
CCCC(=O)Nc1cc(S(=O)(=O)N2CCCCC2)ccc1N1CCOCC1	97	94	92	17	91	6	84	0
Cc1ccc2nc(SCC(=O)Nc3cccc(S(=O)(=O)NC4=NCCCCC4)c3)[nH]c2c1	91	104	98	10	91	4	99	29
C#CC(C)(CC)NC(=O)Cn1nnc(-c2ccc(S(C)(=O)=O)cc2)n1 (stereo not drawn)	101	92	94	7	104	-10	92	-1
Cc1cc(C)c(C(=O)COC(=O)[C@H](C)Nc2ccc(C(F)(F)F)cc2[N+](=O)[O-])c(C)c1	88	103	93	8	101	5	104	1
CSc1nnc(N2C(=O)C(O)=C(C(=O)c3ccco3)C2c2cccc(Cl)c2)s1 (stereo not drawn)	115	76	115	-20	95	-5	88	4
COc1ccccc1C(=O)COC(=O)C(CCSC)NC(=O)COc1ccccc1 (stereo not drawn)	98	103	109	3	96	-12	98	-2
C[C@H](CO)N1C[C@H](C)[C@@H](CN(C)C(=O)Nc2ccc(C(F)(F)F)cc2)Oc2c(NS(=O)(=O)c3ccccc3)cccc2C1=O	94	100	94	3	100	2	97	4
COc1ccc(NC(=O)CN(C)C(=O)Cc2ccc(S(=O)(=O)N3CCOCC3)s2)cc1	96	105	107	-5	97	2	95	1
Cc1cccc(Nc2nc(-c3sc(C)nc3C)cs2)c1	99	86	83	-5	97	5	105	70*
Cc1cc(COc2ccccc2)oc1C(=O)O	111	104	98	9	104	-4	108	2
Cc1sc2ncnc(SCC(=O)c3ccc4c(c3)OCCO4)c2c1-c1ccccc1	97	103	100	3	103	-3	101	14

Screening data deposited in PubChem BioAssay by several laboratories.
